IDE inh: human IDE inhibitors in live cells, primary screen, fluorescence polarization, HEK cells, FAbetaB substrate. FAbetaB cleavage. inhibition, % at 5.59 µM. 0.41% of 320,000 active. AID 434962, 2010;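 active = percent inhibition above the average of all tested compounds plus 3 SD, set per screening campaign, cut at about 16% in these data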;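 also: IDE supplied by intact live HEK cells; FP after avidin binding of uncleaved biotin substrate so inhibition keeps polarization high; 0% = DMSO wells and 100% = 60 µM reference IDE inhibitor Ii1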
CHRM5 antagonist: human M5 muscarinic receptor antagonists, primary screen, CHO cells, Fluo-8 calcium fluorescence. Muscarinic acetylcholine receptor M5 (Homo sapiens), P08912. CHO-hM5 cells, ACh EC80. inhibition, % at 3 µM. 0.59% of 360,000 active. AID 624040, 2012;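 active = inhibition above a per-plate cutoff, the mean of that plate's test compounds plus 3 SD, cut at about 27% in these data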;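 also: 0% = acetylcholine EC80 with DMSO and 100% = DMSO without agonist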
Target sequence (P08912 whole entry, looked up): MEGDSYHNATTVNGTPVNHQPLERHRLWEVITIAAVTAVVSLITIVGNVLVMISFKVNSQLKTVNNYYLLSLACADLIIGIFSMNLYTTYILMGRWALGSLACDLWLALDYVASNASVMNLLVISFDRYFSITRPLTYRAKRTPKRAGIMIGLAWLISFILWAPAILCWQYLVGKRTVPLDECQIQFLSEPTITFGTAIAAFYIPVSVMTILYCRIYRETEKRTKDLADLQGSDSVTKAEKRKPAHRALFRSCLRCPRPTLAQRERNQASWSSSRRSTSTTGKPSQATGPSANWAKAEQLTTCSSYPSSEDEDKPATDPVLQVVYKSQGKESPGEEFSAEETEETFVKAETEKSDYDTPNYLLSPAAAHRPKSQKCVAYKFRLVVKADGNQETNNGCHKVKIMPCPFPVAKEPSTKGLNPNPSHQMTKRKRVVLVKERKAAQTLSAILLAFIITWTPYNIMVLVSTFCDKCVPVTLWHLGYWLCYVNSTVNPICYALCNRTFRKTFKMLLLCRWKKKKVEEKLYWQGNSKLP
CHRM4 agonist: human M4 muscarinic receptor agonists, primary screen, CHO-K1 cells, Fluo-8 calcium fluorescence; CHO-K1 hM4/Gqi5; vehicle 0%, full acetylcholine response 100%; activation, % at 3 µM; 0.14% of 360,000 active; AID 624127, 2012;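 active = activation above the run mean over all test wells plus 3 SD, cut at about 32% in these data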;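 also: peak over basal fluorescence ratio per well then scaled between controls; 0% = DMSO wells and 100% = acetylcholine at EC100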
Target sequence (P08173 whole entry, looked up): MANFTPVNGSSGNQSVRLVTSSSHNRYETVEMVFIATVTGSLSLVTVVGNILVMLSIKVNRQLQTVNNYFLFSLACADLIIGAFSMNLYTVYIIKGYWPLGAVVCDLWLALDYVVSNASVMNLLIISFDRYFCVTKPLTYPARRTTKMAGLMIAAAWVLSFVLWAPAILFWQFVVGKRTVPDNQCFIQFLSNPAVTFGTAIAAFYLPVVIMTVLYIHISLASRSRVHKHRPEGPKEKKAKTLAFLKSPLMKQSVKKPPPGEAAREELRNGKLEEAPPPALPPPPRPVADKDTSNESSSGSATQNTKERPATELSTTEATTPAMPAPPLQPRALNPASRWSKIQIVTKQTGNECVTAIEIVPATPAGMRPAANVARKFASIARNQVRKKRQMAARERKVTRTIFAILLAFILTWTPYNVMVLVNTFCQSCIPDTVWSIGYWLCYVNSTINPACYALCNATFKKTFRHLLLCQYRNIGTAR
CRFBP-R2 agonist: agonists of CRF-BP/CRF-R2 complex, primary screen, cell-based, HEK293, calcium dye fluorescence, uHTS. CRF-binding protein / CRF receptor 2 complex (human). calcium dye fluorescence (FLIPR); percent of saturating CRF peptide response. activation, % at 13.2 µM. 0.46% of 350,000 active;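 active = activation of at least 50%, plus an integration ratio under a set limit after plate pattern correction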;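 also: plate controls were neutral control wells without compound for no effect and CRF at EC100 for full effect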
CHRM5 PAM: human M5 muscarinic receptor positive allosteric modulators, primary screen, CHO-K1 cells, Fluo-8 calcium fluorescence; AID 624038, 2012; activation, % at 3 µM; CHO-K1 hM5, ACh EC20 PAM; 0% = ACh EC20, 100% = ACh EC100; 0.3% of 360,000 active;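 active = activation above the run cutoff, the mean activation of all test compounds plus 3 SD, cut at about 18% in these data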
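Assay system: CHO-K1 hM5 cells. Also added: acetylcholine at EC20 concentration, added after compound. Dosing: 3 µM, single dose. Times: compound preincubation 140 s before EC20 acetylcholine addition. Signal: Fluo-8 calcium fluorescence. Measure: % activation relative to EC20 and EC100 ACh responses. Repeats: singlicate, one well per test compound.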
CHRM5 agonist: human M5 muscarinic receptor agonists, primary screen, CHO-K1 cells, Fluo-8 calcium fluorescence; CHO-K1 hM5 cells; 0% DMSO wells, 100% maximal acetylcholine response; 0.19% of 360,000 active; AID 624037, 2012; activation, % at 3 µM;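 active = activation above the run's mean over test compounds plus 3 SD, cut at about 23% in these data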;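 also: signal is peak over basal fluorescence ratio across the kinetic read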
CHRM4 antagonist: human M4 muscarinic receptor antagonists, primary screen, CHO cells, Fluo-8 calcium fluorescence; inhibition, % at 3 µM; 0.73% of 360,000 active; CHO-hM4 cells, ACh EC80;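 active = inhibition above its plate's cutoff, the mean inhibition of sample wells plus 3 SD, cut at about 27% in these data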;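 also: 0% = acetylcholine EC80 with DMSO and 100% = DMSO without agonist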
M4 PAM: human M4 muscarinic receptor positive allosteric modulators, primary screen, CHO-K1 cells, Fluo-8 calcium fluorescence; activation, % at 3 µM; CHO-K1 hM4/Gqi5, ACh EC20; 0% = ACh EC20, 100% = maximal ACh; 0.4% of 360,000 active; AID 624126, 2012;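 active = activation above its plate's cutoff, the mean activation of sample wells plus 3 SD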; also: some results filed as inactive read as strong as hits
CRFBP-R2 block: antagonists of CRF-BP/CRF-R2 complex, primary screen, cell-based, HEK293, calcium dye fluorescence, uHTS; inhibition, % at 11.8 µM; 0.59% of 350,000 active; CRF-induced calcium fluorescence;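 active = inhibition of the ligand-induced calcium signal above about 50% at the single tested concentration, limit read from the data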
* = called active by the depositor; · = no result given.

Results follow in this order: IDE inh | CHRM5 antagonist | CHRM4 agonist | CRFBP-R2 agonist | CHRM5 PAM | CHRM5 agonist | CHRM4 antagonist | M4 PAM | CRFBP-R2 block
O=C(O)C1C2OC(C(Br)C2Br)C1C(=O)O (configuration not stated)
 : · | 1 | 1 | 1.0 | 4 | 4 | 3 | 5 | 6
CCC(C)[C@H]1COCCS(=O)(=O)N1Cc1ccc(Br)cc1 (some centres not stated)
 : 5 | 7 | 0 | 1.6 | -17 | -12 | 14 | -11 | -6
Cc1ccc([C@H]2N[C@]3(CCCN(Cc4ccc(Cl)cc4)C3=O)[C@H]3C(=O)N(C)C(=O)[C@@H]23)cc1
 : · | 1 | 0 | 0.1 | 0 | -1 | -3 | 5 | 17
CCOC(=O)C1=CC[C@H]2c3c(c4ccccc4n3C)C(=O)C1N2C(=O)OC(C)(C)C
 : 0 | 16 | -1 | -3.5 | 8 | -3 | 0 | 2 | 6
Cc1cnc(C(=O)OCC(=O)Nc2cc(Cl)ccc2C#N)cn1
 : 7 | 1 | 3 | 1.5 | 3 | 4 | -2 | 0 | -6
CCOC(=O)c1cnc(SCC(=O)N2CCc3ccccc32)nc1N
 : -5 | 2 | 1 | -0.9 | -3 | 1 | -1 | -5 | -9
CCCC#Cc1ccc2c(c1)COc1c3ccccc3nn1-2
 : -6 | 0 | 4 | -3.1 | -4 | 0 | -31 | 8 | -2
Clc1ccc(OCCCCCN2CCOCC2)cc1
 : -4 | 6 | 2 | 4.4 | -6 | 0 | -6 | -3 | -4
COC(=O)[C@]1(Sc2ccc(C)cc2)CC(=O)N[C@@H]1c1ccco1
 : · | -1 | 1 | · | 0 | 5 | -8 | 4 | ·
COC(=O)CCC(C)N1CCC(Oc2ccc(C(=O)NCc3ccccn3)cc2)CC1 (configuration not stated)
 : · | 4 | 1 | -0.5 | 0 | -5 | -8 | 3 | -9
Cc1noc(C)c1CSc1nnc2ccc3ccccc3n12
 : 2 | 31* | -1 | -0.9 | -6 | 0 | 3 | 6 | 3
N/C(=N\OC(=O)CCCCCN1C(=O)c2ccccc2C1=O)c1ccccc1
 : 8 | 11 | 2 | -0.7 | -7 | 2 | 5 | -1 | 18
Cc1nn(-c2ccccc2)c(C)c1NC(=O)COC(=O)c1cc(Br)ccc1O
 : 3 | 22 | 20 | -0.8 | -24 | 5 | 31* | -3 | 10
CC(C)CCN1NC2(CCC(C)CC2)NC1=S (configuration not stated)
 : 0 | 14 | 1 | -1.5 | -1 | -3 | 8 | -1 | -4
O=C(NCCc1ccccc1)c1nc2c(nnn2Cc2ccccc2Cl)c(=O)[nH]1
 : -2 | 3 | 1 | 0.6 | 3 | 2 | -4 | 9 | -6

Part of the list above in order of number of heavy atoms, highest first.
Results follow in this order: IDE inh | CHRM5 antagonist | CHRM4 agonist | CRFBP-R2 agonist | CHRM5 PAM | CHRM5 agonist | CHRM4 antagonist | M4 PAM | CRFBP-R2 block
Cc1ccc([C@H]2N[C@]3(CCCN(Cc4ccc(Cl)cc4)C3=O)[C@H]3C(=O)N(C)C(=O)[C@@H]23)cc1
 : · | 1 | 0 | 0.1 | 0 | -1 | -3 | 5 | 17
CCCC#Cc1ccc2c(c1)COc1c3ccccc3nn1-2
 : -6 | 0 | 4 | -3.1 | -4 | 0 | -31 | 8 | -2
Clc1ccc(OCCCCCN2CCOCC2)cc1
 : -4 | 6 | 2 | 4.4 | -6 | 0 | -6 | -3 | -4

(next part)
Results follow in this order: IDE inh | CHRM5 antagonist | CHRM4 agonist | CRFBP-R2 agonist | CHRM5 PAM | CHRM5 agonist | CHRM4 antagonist | M4 PAM | CRFBP-R2 block
CC(=O)Nc1ccc2c(c1)-c1ccc(F)cc1C2
 : · | 10 | 1 | -3.0 | -3 | -3 | 1 | 0 | -5
CCN(CC)S(=O)(=O)c1cccc(-c2nnc(SCCCC(=O)c3ccccc3)o2)c1
 : -2 | 12 | 5 | -0.2 | -11 | -2 | -3 | -12 | -4
O=[N+]([O-])c1ccc(N2CCN(S(=O)(=O)c3ccccc3)CC2)cc1NCc1cccnc1
 : -9 | 7 | 5 | -2.1 | -7 | -6 | 4 | -6 | 12
Cc1ccc(NNS(=O)(=O)c2ccc(C)cc2)cc1
 : -3 | 6 | 0 | -0.3 | -6 | 0 | 3 | -2 | -2
Cc1cc(=O)oc2cc(OCC(=O)NC3CCN(Cc4ccccc4)CC3)c(Cl)cc12
 : 0 | -13 | 1 | -0.6 | 15 | -1 | -13 | -10 | 10
Cc1csc(NC(=O)C2CCCN(S(=O)(=O)c3ccc(Br)s3)C2)n1 (configuration not stated)
 : 2 | -8 | 4 | -1.1 | 4 | 1 | -11 | 8 | -8
Cc1ccc2oc(=O)c3cc(C(=O)NCCCN4CCCCCC4)sc3c2c1
 : 1 | 4 | 1 | 0.2 | 3 | -7 | 0 | -7 | 4
CCOc1ccc(NC(=O)CN(C)c2ccc(S(=O)(=O)N3CCOCC3)cn2)cc1OCC
 : -1 | 0 | 0 | 1.5 | -4 | 2 | 4 | -6 | 0
Cc1ccc(Cn2ccc(NC(=O)c3cc(-c4ccc5c(c4)OCO5)on3)n2)cc1
 : · | -5 | 1 | 0.4 | 2 | 1 | -6 | 5 | -28
CC(=O)NS(=O)(=O)c1ccc(N/C(N)=N/c2nc(C)cc(C)n2)cc1
 : 2 | 4 | 0 | -1.1 | 0 | 1 | 4 | 0 | 11
COc1ccc(NC(=S)Nc2nc(CC(=O)Nc3ccccc3OC)cs2)cc1
 : 1 | 11 | 18 | -0.6 | -15 | 1 | 2 | -15 | -10
CCOC(=O)N1CCc2c(sc3nc(SC(C)C)n(N)c(=O)c23)C1
 : -5 | -4 | 5 | -2.0 | -3 | 1 | 0 | -5 | -5
O=C(c1ccc(S(=O)(=O)Nc2ccccc2)cc1)N1CCC1
 : -3 | 10 | 1 | 0.3 | -8 | -1 | 7 | -2 | -5
COc1cccc(/C=N/Nc2nc(C)cc(=O)[nH]2)c1OC
 : 3 | 7 | 1 | 0.6 | -1 | -3 | -14 | 1 | -5
CC1(C(=O)NC2CCCCCC2)CCN1C(=O)Cc1ccc(-c2ccccc2)cc1 (configuration not stated)
 : · | 10 | 8 | · | -8 | 2 | 1 | -3 | ·

Results follow in this order: IDE inh | CHRM5 antagonist | CHRM4 agonist | CRFBP-R2 agonist | CHRM5 PAM | CHRM5 agonist | CHRM4 antagonist | M4 PAM | CRFBP-R2 block
CN1C[C@@H](CO)O[C@@H](n2cnc3c(N4CCN(CCO)CC4)ncnc32)C1
 : · | -2 | 1 | · | -2 | 0 | -2 | 0 | ·
O=C(NNC(=O)c1cccs1)c1ccc(S(=O)(=O)N2CCCCC2)cc1
 : 2 | -9 | 1 | -1.2 | 1 | -1 | 5 | -2 | -2
CC(=O)NCCOC(=O)Nc1cccnc1
 : 4 | 5 | 1 | -0.8 | 0 | 1 | 6 | -7 | 13
Cc1ccc(S(=O)(=O)N(CC(=O)O)Cc2ccco2)cc1
 : 8 | 0 | 0 | -1.9 | 5 | -3 | 13 | -9 | -1
CC(=O)N1c2ccc(Cl)cc2C2C=CCC2C1c1cccc2ccccc12 (configuration not stated)
 : -4 | -1 | 4 | 4.6 | -2 | 1 | 17 | -7 | -13
CCCCC12CN3CCN(CC(C3)/C1=N\NC(=O)c1ccccc1N)C2
 : 3 | 5 | 1 | -1.9 | -4 | -7 | 0 | 0 | 8
Cc1ccc(S(=O)(=O)CCC(=O)OCC(=O)N2c3ccccc3NC(=O)C2(C)C)cc1
 : 12 | 3 | 0 | -1.4 | 5 | 2 | -1 | 4 | 9
CCOc1ccc(NC(=S)NCc2ccco2)cc1
 : -1 | -3 | 0 | 1.3 | 3 | -4 | 0 | 1 | 25
O=C(C1c2ccccc2Oc2ccccc21)N1CCN(c2ccc(Cl)cc2)CC1
 : 6 | 0 | 0 | 2.3 | -5 | -4 | -4 | 0 | -25
S=C(Nc1ccc(Oc2ccccc2)cc1)N(CCCN1CCOCC1)Cc1ccccn1
 : 2 | -3 | 1 | -4.0 | 10 | -8 | -14 | 9 | 5
Cc1ccc(NC(=O)CNc2cc(S(=O)(=O)N3CCOCC3)ccc2N2CCOCC2)cc1S(=O)(=O)N(C)C
 : 0 | -1 | -1 | -1.7 | -6 | 0 | 7 | -6 | -1
Cc1ccc(S(=O)(=O)c2cc3ccccc3nc2N)cc1
 : 4 | 14 | 16 | -0.4 | -10 | 3 | 1 | -1 | -9
CCOC(=O)c1c(C)[nH]c(C)c1C(=O)CSc1nc2ccccc2c(=O)n1-c1ccc(F)cc1
 : 2 | 5 | 11 | 1.1 | -8 | 0 | 2 | -6 | -20
O=C(O)/C=C\C(=O)Nc1ccccc1C(=O)NC1CCCCC1
 : 4 | 8 | 0 | 1.1 | -3 | -2 | -2 | 7 | -7
CC(=O)C1(C)C(=O)N(c2ccc(F)cc2)C(=O)N1c1ccc(F)cc1 (configuration not stated)
 : · | 0 | 1 | -0.1 | 2 | 1 | -9 | 2 | 20

Structures from the list above that contain an aryl thioether with sulfur outside any ring (6):
Results follow in this order: IDE inh | CHRM5 antagonist | CHRM4 agonist | CRFBP-R2 agonist | CHRM5 PAM | CHRM5 agonist | CHRM4 antagonist | M4 PAM | CRFBP-R2 block
CCOC(=O)c1cnc(SCC(=O)N2CCc3ccccc32)nc1N
 : -5 | 2 | 1 | -0.9 | -3 | 1 | -1 | -5 | -9
COC(=O)[C@]1(Sc2ccc(C)cc2)CC(=O)N[C@@H]1c1ccco1
 : · | -1 | 1 | · | 0 | 5 | -8 | 4 | ·
Cc1noc(C)c1CSc1nnc2ccc3ccccc3n12
 : 2 | 31* | -1 | -0.9 | -6 | 0 | 3 | 6 | 3
CCN(CC)S(=O)(=O)c1cccc(-c2nnc(SCCCC(=O)c3ccccc3)o2)c1
 : -2 | 12 | 5 | -0.2 | -11 | -2 | -3 | -12 | -4
CCOC(=O)N1CCc2c(sc3nc(SC(C)C)n(N)c(=O)c23)C1
 : -5 | -4 | 5 | -2.0 | -3 | 1 | 0 | -5 | -5
CCOC(=O)c1c(C)[nH]c(C)c1C(=O)CSc1nc2ccccc2c(=O)n1-c1ccc(F)cc1
 : 2 | 5 | 11 | 1.1 | -8 | 0 | 2 | -6 | -20

More entries follow:
Results follow in this order: IDE inh | CHRM5 antagonist | CHRM4 agonist | CRFBP-R2 agonist | CHRM5 PAM | CHRM5 agonist | CHRM4 antagonist | M4 PAM | CRFBP-R2 block
CC1CCCCC1NC(=O)COC(=O)c1ccc2ccccc2n1 (configuration not stated)
 : 1 | 2 | 1 | -1.6 | 2 | 0 | 3 | -6 | 17
Cc1ccccc1-n1nc2c(c1NC(=O)C1CC1)CS(=O)(=O)C2
 : · | -1 | 1 | 0.1 | -1 | 0 | -13 | 1 | -13
O=C(CSc1ccc2nnc(-c3cccnc3)n2n1)Nc1cccc(F)c1
 : 0 | 10 | 1 | -0.5 | -6 | -1 | 3 | 0 | -12
CCn1nc(C(=O)NNC(=O)c2cc(Cl)ccc2OC)c2ccccc2c1=O
 : -1 | 14 | -1 | -0.8 | -8 | 2 | 4 | 6 | 2
